# K1F lysis inhibition: inhibition of K1F phage lysis, E. coli UTI89, bacterial capsule biogenesis inhibitors, alamar blue (AID 488966); E. coli UTI89 K1F phage lysis, alamar blue, 2 h; higher % means a stronger effect; inhibition, % at 100 µM; hits with a dose series show IC50 in µM; hit rate 0.02% among 340,000;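 active = phage lysis inhibition, versus mean bacterial control, above a set limit; inconclusive = no clear call, values can overlap the other calls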;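 also: capsule biogenesis inhibitors block K1F phage lysis so surviving cells raise fluorescence; higher fluorescence means more inhibition of phage lysis; actives were called in the ten point dose series up to 300 µM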
# Myeloid diff 2: induction of myeloid progenitor differentiation, primary screen, cell-based, flow cytometry, MLPCN library; ER-HoxA9 myeloid progenitors, lysozyme-GFP differentiation; calls only at 10 µM; hit rate 1% among 360,000; AID 624256, 2012;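 active = normalized GFP-positive differentiation at or above the plate's own cutoff, the solvent-only control mean plus 3 SD; inconclusive = no clear call, values can overlap the other calls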;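 also: cells exposed to compound for four days before flow analysis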
# Myeloid diff 2 GFP+ MAC1+ %: further read-out of Myeloid diff 2, marked with its call; GFP+ MAC1+ double positive, %; measured here: differentiation confirmed by MAC1 staining
# * marks the source's active call; other numbers are inactive results; i = inactive; ? = inconclusive; . = not tested or not shown; + = active, no number; [ ] = remark or other dose. Only part of the results is shown. The share of hits here may be higher or lower than overall.
compound,K1F lysis inhibition,Myeloid diff 2,Myeloid diff 2 GFP+ MAC1+ %
COc1ccc(CNC(=O)CN2CCN(S(=O)(=O)c3cc(Br)ccc3Br)CC2)cc1OC,1.4%[50 µM],i,0.4
Cc1cc(C)c(C)c(S(=O)(=O)N2CCN(C(=O)C3CSC4(C)CCC(=O)N34)CC2)c1C (stereo unspecified),0.0%[50 µM],i,1.0
NC(=O)c1ccsc1NC(=O)COC(=O)CCCOc1ccccc1,2.5%[50 µM],i,0.9
O=C(CCNS(=O)(=O)c1ccccc1)NNC(=O)C1COc2ccccc2O1 (stereo unspecified),1.3%[50 µM],i,1.3
CCc1ccc(S(=O)(=O)NC2CC(C)(C)NC(C)(C)C2)cc1,0.1%,i,1.5
CC1CCCN(S(=O)(=O)c2cc3c4c(c2)CCN4C(=O)CC3)C1 (stereo unspecified),1.4%[50 µM],i,0.5
CC12CCC(=O)C=C1C(O)CC1C2CCC2(C)C1CCC2(O)C(=O)CO (stereo unspecified),-2.3%,i,1.1
CCN(CC)S(=O)(=O)c1ccc(Cl)c(NC(=S)NC(=O)C2CCCC2)c1,0.6%[50 µM],i,1.1
N#C/C(=C/C1=C(N2CCOCC2)C(=C/c2cccc([N+](=O)[O-])c2)/CC1)C(=O)Nc1ccccc1F,2.9%,+,6.2*
CCC1CCCCN1C(=O)COC(=O)CSc1ccc(C(N)=O)cc1[N+](=O)[O-] (stereo unspecified),1.3%[50 µM],i,1.0
COc1ccc(C(CNC(=O)C(C)(C)Oc2ccc(Cl)cc2)N2CCCC2)cc1 (stereo unspecified),0.6%[50 µM],i,0.6
Cn1cc(C(CO)Cc2ccccc2)c2ccccc21 (stereo unspecified),0.6%,i,2.2
COc1ccc(S(=O)(=O)N2CCCCCC2)cc1C(=O)N(C)Cc1cccs1,0.6%[50 µM],i,0.2
N#CCOC(=O)C1CCN(S(=O)(=O)c2ccc3c(c2)OCCO3)CC1,1.9%[50 µM],i,0.3
O=C(c1ccc2c(=O)n3c(nc2c1)CCC3)N1CCCSC1=Nc1ccccc1,1.0%[50 µM],i,0.6
CCCCNC(=O)COC(=O)C1CCN(S(=O)(=O)c2ccc3c(c2)OCCO3)CC1,0.6%[50 µM],i,0.8
CN(C)c1ccc(C(=O)NNC(=O)C23CC4CC(CC(C4)C2)C3)cc1,-4.4%,i,1.2
Cc1ccc(C)c(S(=O)(=O)N2CCN(C(=O)[C@@H](NC(=O)c3ccc(F)cc3)C(C)C)CC2)c1,0.0%[50 µM],i,0.5
CCOc1ccc(NC(=O)CSc2cn[nH]n2)cc1,0.2%[50 µM],i,0.9
Cc1c(C(=O)N(Cc2nnc(-c3ccccc3Cl)o2)C2CC2)oc2ccccc12,-0.3%[50 µM],i,0.9
CNC[C@H]1Oc2c(NS(=O)(=O)c3ccc(OC)cc3)cccc2C(=O)N([C@H](C)CO)C[C@H]1C,0.0%,i,0.4
Cc1ccc(C)c(S(=O)(=O)Nc2ccc(C(=O)NCCCN3CCOCC3)cc2)c1,0.8%[50 µM],i,1.3
CCOCc1c(C(=O)NCC(c2ccco2)N2CCCC2)oc2ccccc12 (stereo unspecified),0.7%[50 µM],i,0.4
COc1ncnc(-c2ccccc2)c1-c1ccccc1,-0.3%,i,0.6
COc1ccc(S(=O)(=O)N2CCCCC2)cc1NC(=O)Cc1sc(C)nc1-c1ccc(F)cc1,-0.8%[50 µM],i,0.4
COc1ccc(CN(C)C(=O)c2cccc(S(=O)(=O)N3CCc4ccccc43)c2)c(OC)c1,-0.7%[50 µM],i,0.7
CC(=O)c1ccc(S(=O)(=O)NCCC(=O)NCCc2c[nH]c3ccccc23)cc1,1.1%[50 µM],i,0.2
Cc1ccccc1N1CC(C(=O)N2CCCCCC2)CC1=O (stereo unspecified),-0.5%,i,0.7
O=C(COc1ccc2c(-c3ccccc3)cc(=O)oc2c1)NCC1CCC(C(=O)O)CC1 (stereo unspecified),5.7%,i,2.7
O=C(Nc1cc(Cl)ccc1N1CCCC1)C1=COCCO1,-0.8%,i,0.3
O=C(O)C1CCCN1c1nc(-c2ccc(Cl)c(Cl)c2)cc(C(F)(F)F)n1 (stereo unspecified),-1.1%[50 µM],i,0.9
CCN1C(=O)[C@@H]2[C@@H](c3ccc(-c4ccc(F)cc4)c(OC)c3)N3CCCC[C@@]3(C(=O)OC)[C@@H]2C1=O,1.0%,i,0.7
CCc1noc(C)c1C(=O)N(CCCOC)c1c(N)n(Cc2ccccc2)c(=O)[nH]c1=O,0.3%[50 µM],i,0.4
CCN(Cc1nc2cc(Cl)ccc2c(=O)[nH]1)C(=O)c1cc2c(s1)CCCCC2,1.1%[50 µM],i,3.4
COc1ccc(CC(=O)N[C@@H]2c3ccccc3CC[C@H]2OCc2ccccc2)cc1,0.0%,i,0.5
O=C1C=CCCC1,0.4%,i,1.3
CC(=O)Nc1ccc(NC(=O)c2cc(C3CC3)nc3c2cnn3C(C)C)cc1,-0.2%[50 µM],i,0.8
O=C(COC(=O)c1cc(=O)[nH]c(=O)[nH]1)Nc1ccccc1F,0.9%,i,2.1
N[C@@H](CCC(=O)N[C@@H](CSN=O)C(=O)NCC(=O)O)C(=O)O,2.6%,i,2.4
Cc1nn(Cc2ccccc2)c(C)c1CNC(=O)CN=C1NS(=O)(=O)c2ccccc21,0.8%[50 µM],i,0.9
CC(C)(C)OC(=O)[C@H](CCCCN)NC(=O)c1nc[nH]c1C(=O)NCCCCCN,-6.0%,i,0.7
CCCCCOC(=O)C1=C(C)NC(=O)NC1c1ccccc1 (stereo unspecified),-1.2%,i,0.8
C[C@H]1NC(=O)[C@@]2(C)[C@@H](c3ccccc3)[C@H]3COc4ccccc4[C@@H]3N2C1=O,0.8%,i,1.6
COc1ccc(S(=O)(=O)Nc2cc3c4c(c2)CC(=O)N4CCC3)cc1,0.8%[50 µM],i,0.5
O=c1[nH]c(Sc2ccc([N+](=O)[O-])cc2[N+](=O)[O-])nc2ccccc12,-1.2%,i,0.4
CC#CCN1c2ccccc2[C@]23C[C@@H](C(=O)OC)N(C(=O)NC4CCCCC4)C2=NC(C(=O)OC)=C(C(=O)OC)[C@H]13,3.1%,i,3.4
OCC[C@H]1C[C@H](O)[C@@H](O)[C@@]2(CCc3ccccc3O2)O1,0.3%,i,2.3
CC(Sc1nnnn1C)C(=O)Nc1cc(S(=O)(=O)N2CCCCC2)ccc1Cl (stereo unspecified),0.5%[50 µM],i,2.1
Cc1occc1-c1nnc(SCC(=O)NC2CCC(C)CC2)o1 (stereo unspecified),1.0%[50 µM],i,1.4
CCO[C@@H]1OC(C(=O)NCc2nc3ccccc3[nH]2)=C[C@H](C(C)(C)C)[C@H]1CCCO,-0.5%,?,.
Cc1nn(CC(=O)c2ccc3c(c2)OCCO3)c(=O)c(C#N)c1C,3.0%,i,1.2
Cc1ccc(C(CNS(=O)(=O)c2ccc(C)cc2)N2CCN(C)CC2)cc1 (stereo unspecified),1.4%[50 µM],i,0.8
Cc1nnc(SCc2cc(=O)[nH]c(N3CCCCC3)n2)s1,0.1%,i,0.7
CCCCCCCN1CCN=C1N(C)C,0.6%,i,2.0
Cc1ccc([C@@H]2CC=C(C(=O)O)CN2S(=O)(=O)c2ccc(C)cc2)cc1,-1.2%,i,1.4
Cc1cc(N2CCCC2)ccc1NC(=O)COc1ccc(Cl)cc1,-0.3%[50 µM],i,1.0

# As entered above.
# `Cc1cc(N2CCCC2)ccc1NC(=O)COc1ccc(Cl)cc1` | K1F lysis inhibition: -0.3%[50 µM]
# `Cc1occc1-c1nnc(SCC(=O)NC2CCC(C)CC2)o1` (stereo unspecified) | Myeloid diff 2 GFP+ MAC1+ %: 1.4

# More results follow.
compound,K1F lysis inhibition,Myeloid diff 2,Myeloid diff 2 GFP+ MAC1+ %
CCOC(=O)CSc1nc2cc(S(=O)(=O)N3CCOCC3)ccc2n1CC,1.2%[50 µM],i,0.4
CCOC(=O)c1cccc(C2=CC(=O)C[C@H](c3ccc(OC)c(OC)c3)C2)c1,0.1%,i,0.9
O=C(CSc1nnc(-c2cccnc2)o1)Nc1nccs1,1.6%[50 µM],i,0.7
Cc1ccc(CNC(=O)c2cc(-c3ccccc3C)nn2CC2CC(c3cccnc3)=NO2)cc1 (stereo unspecified),2.1%,i,0.5
COC(=O)c1ccccc1NC(=O)c1ccc2c(c1)C(=O)N(Cc1ccco1)C2=O,1.4%,i,1.0
CCc1noc(C)c1C(=O)OCC(=O)c1ccc(NC(C)=O)cc1F,0.0%,i,0.9
CCOc1ccc(NC(=O)CN(C)C(=O)C2=COCCO2)cc1OCC,-0.3%[50 µM],i,1.1
COc1ccc(NC(=O)Nc2ccc3c(c2)C(=O)N([C@H](C)CO)C[C@H](C)[C@@H](CN(C)S(=O)(=O)c2ccccc2)O3)cc1,2.2%,i,1.7
COc1ccc(Cc2nc3c([nH]2)c(=O)n(C)c(=O)n3C)cc1OC,-1.1%,i,1.0
Cc1ccc(CNC(=O)CCn2cc(-c3ccc(C)cc3)nc2CCN)cc1,12%,i,0.9
CCc1c(C)nc2cc(-c3ccc(Cl)cc3)[nH]n2c1=O,-0.1%,i,0.6
COC(=O)[C@]1(C)N[C@H](CN(C)C(=O)Nc2ccc(OC)cc2)[C@@H]2C(=O)N(Cc3ccccc3)C(=O)[C@@H]21,0.1%,i,2.8
COCCNC(=O)C1(C(F)(F)F)CC(CCCO)CCCO1 (stereo unspecified),0.5%,i,1.2
Cc1c(C(=O)N2CCN(S(=O)(=O)c3ccccc3)CC2)oc2ccc(Br)cc12,4.2%,i,0.8
CC(C)C[C@H]1COCCS(=O)(=O)N1Cc1cccc(C(F)(F)F)c1,0.1%,i,1.9
C[C@H](CO)N1C[C@H](C)[C@@H](CN(C)Cc2ccncc2)Oc2ccc(NC(=O)CCCCCC(=O)Nc3ccccc3N)cc2C1=O,0.6%,i,0.9

# As a short view, part of the list above:
compound,K1F lysis inhibition,Myeloid diff 2,Myeloid diff 2 GFP+ MAC1+ %
O=C(CSc1nnc(-c2cccnc2)o1)Nc1nccs1,1.6%[50 µM],i,0.7
Cc1ccc(CNC(=O)c2cc(-c3ccccc3C)nn2CC2CC(c3cccnc3)=NO2)cc1 (stereo unspecified),2.1%,i,0.5
COC(=O)c1ccccc1NC(=O)c1ccc2c(c1)C(=O)N(Cc1ccco1)C2=O,1.4%,i,1.0
CCc1noc(C)c1C(=O)OCC(=O)c1ccc(NC(C)=O)cc1F,0.0%,i,0.9
CCOc1ccc(NC(=O)CN(C)C(=O)C2=COCCO2)cc1OCC,-0.3%[50 µM],i,1.1
COc1ccc(NC(=O)Nc2ccc3c(c2)C(=O)N([C@H](C)CO)C[C@H](C)[C@@H](CN(C)S(=O)(=O)c2ccccc2)O3)cc1,2.2%,i,1.7
COc1ccc(Cc2nc3c([nH]2)c(=O)n(C)c(=O)n3C)cc1OC,-1.1%,i,1.0

# Next part
compound,K1F lysis inhibition,Myeloid diff 2,Myeloid diff 2 GFP+ MAC1+ %
CC(C)(C)c1nc2c(s1)CCc1onc(-c3ccc(Cl)cc3)c1-2,0.2%,i,0.9
CC(OC(=O)c1ccc(Cl)c(S(N)(=O)=O)c1)C(=O)NCc1ccc2c(c1)OCO2 (stereo unspecified),1.5%[50 µM],i,1.1
CCc1noc(C)c1C(=O)Nc1cccc(S(=O)(=O)N2CCCCCC2)c1,0.9%[50 µM],i,1.3
Cc1ccc(S(=O)(=O)Nc2cc3c4c(c2)C(C)C(=O)N4CCC3)cc1 (stereo unspecified),0.3%[50 µM],i,0.8
O=S(=O)(c1ccc(Cl)cc1)N1CCc2ccccc21,0.1%,i,0.9
CCOc1ccc(C(=O)CCC(=O)N2CCN(c3ccc(O)cc3)CC2)cc1,0.1%[50 µM],+,0.8*
N=C(N)SCCc1cnc[nH]1,1.7%,i,6.1
COc1ccc(S(=O)(=O)N2CCOCC2)cc1NC(=O)Cc1ccsc1,-4.0%,i,1.6
Nc1nc(SCC(=O)N2CCN(c3ccc(F)cc3)CC2)n[nH]1,1.0%[50 µM],i,0.5
O=C(O)CCn1c(SCCc2ccccc2)nc2ccccc21,0.6%,i,0.3
Cc1ccsc1C(=O)OCC(=O)N1C(C)CCCC1C (stereo unspecified),0.7%[50 µM],i,0.5
N#CC(OC(=O)c1ccccc1)c1ccccc1 (stereo unspecified),4.1%,i,2.4
CS(=O)(=O)c1ccc(Cl)c(NC(=O)CN2C(=O)C3CCCCC3C2=O)c1 (stereo unspecified),0.7%[50 µM],i,0.5
CCCNC(=O)COCc1cc(-c2ccc3c(c2)OCO3)on1,0.3%,i,0.7
CC1(c2ccccc2Cl)NC(=O)N(CC(=O)Nc2cccnc2Cl)C1=O (stereo unspecified),1.8%[50 µM],i,0.7
CCOc1ccc(-n2ccnc(SCC(=O)Nc3ccc(OC)cc3OC)c2=O)cc1,1.5%[50 µM],i,1.5
COc1cccc2c1C(=O)C[C@]1(CCCC[C@@H]1C)O2,0.7%,i,2.3
O=C(Nc1ccccc1C(=O)Nc1ccc(Br)cn1)c1ccccc1Cl,0.3%[50 µM],i,0.9
CCN(CC(=O)Nc1ccccc1C(F)(F)F)C(=O)C1=COCCO1,0.1%[50 µM],i,0.5
Cn1c(SCC(=O)NCc2ccccc2)ncc(C(=O)Nc2ccccc2)c1=O,2.6%[50 µM],i,0.6
